Tau ThT inhib: blocks human tau fibril formation measured by thioflavin T. actives 2.1% (n = 270,000). P10636. recombinant tau K18 P301L, heparin-induced fibrillization, ThT fluorescence. Potency, µM (doses to about 57.4 µM), for the others: at the top dose activity, negative = inhibition, most hits filed as inhibitors; further: on the % scale 0 is the no-effect control and ±100 the full control effect; nearly all actives have a fitted effect of over 55% in size
Target sequence (P10636 561-689 P618L limits assumed): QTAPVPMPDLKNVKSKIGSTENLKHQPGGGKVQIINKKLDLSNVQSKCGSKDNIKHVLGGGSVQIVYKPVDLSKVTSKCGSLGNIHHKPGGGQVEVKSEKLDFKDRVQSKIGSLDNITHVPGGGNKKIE
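Recombinant human tau K18 fragment […] carrying P301L, 15 uM unlabeled plus 0.24 uM Alexa 594-labeled, was fibrillized with 20 uM heparin in 100 mM sodium acetate pH 7 for 6 hr at 37 C; 30 uM ThT fluorescence read after 1 hr.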
Tau fluor cs: counter-screen for tau fibril formation inhibitors | tau K18 P301L Alexa594 fluorescence, heparin fibrillization | Potency, µM (titrated, usually from 57.7 µM), for inactives: at the highest dose activity change, negative = decrease | actives 0.93% (n = 280,000) | AID 1463; further: on the % scale 0 is the no-effect control and ±100 the full control effect; nearly all actives have a fitted effect of over 55% in size
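Human K18 P301L tau (15 uM unlabeled plus 0.24 uM Alexa 594-labeled, final) in 100 mM sodium acetate pH 7 was mixed with compound and 20 uM heparin and incubated 6 hr at 37 C.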
GAA glycogen mod: GAA glycogen-cleavage inhibition or activation | recombinant GAA, glycogen substrate, Amplex Red glucose oxidase fluorescence | Potency, µM (top dose mostly 76.4 µM), for inactives: at the highest dose activity change, negative = inhibition, most hits filed as inhibitors | actives 0.38% (n = 300,000) | AID 2100;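 further: 0% = full enzyme reaction and -100% = no-enzyme basal signal; the screen sought inhibitors and activators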
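Recombinant human enzyme (4 nM); glycogen substrate; 37 C, 40 min, pH 5.0. Readout: coupled glucose oxidase/Amplex Red fluorescence.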
HTT ATP protect: cytoprotection in Huntington HTT-Q103 PC12 cell model. PC12 HTT-Q103 induced, cytoprotection, ATP luminescence, 40 h. Potency, µM (highest dose often 56.4 µM), inactives show cytoprotection (ATP increase), most hits filed as activators. actives 0.14% (n = 230,000);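 further: % of control where 0% means no effect; nearly all actives have a fitted effect of over 45% in size; toxic huntingtin expression switched on by the ecdysone agonist tebufenozide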
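Compounds added alongside 100 nM tebufenozide, which induces toxic Q103 huntingtin exon 1-GFP in stable PC12 cells; surviving cells quantified by luminescent ATP measurement. Medium: phenol red-free DMEM, 5% equine and 5% calf serum.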
Tau fibril FP: tau fibrillization inhibition (FP); P10636; K18 P301L tau heparin fibrillization, Alexa594 FP, 6 h; Potency, µM (top dose mostly 57.7 µM), without a hit: at the top dose activity, negative = inhibition, hits mostly inhibitors; actives 0.39% (n = 280,000); further: on the % scale 0 is the no-effect control and ±100 the full control effect; nearly all actives have a fitted effect of over 55% in size
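Heparin (20 uM) drove fibril formation of recombinant tau K18 P301L, 15 uM unlabeled with 0.24 uM Alexa 594 label, for 6 hr at 37 C in 100 mM sodium acetate pH 7. Fluorescence polarization (555/632 nm) read 1 hr after 30 uM ThT.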
aGlu spleen mod: lysosomal alpha-glucosidase (human) modulation. Potency, µM (top dose mostly 79.9 µM), without a hit: at the top dose activity change, negative = inhibition, usual class: inhibitors. actives 0.006% (n = 240,000). human spleen homogenate, 4-MU-alpha-glucoside fluorescence;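 further: 0% = enzyme with vehicle and -100% = no enzyme basal signal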
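AC50 values come from Hill-equation fits of concentration-response data, normalized to no-enzyme and full-activity controls. Enzyme source: 1 ug human spleen homogenate; 1 mM fluorogenic 4-MU glucoside, pH 5.0 citrate buffer, 37 C, 40 min.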
GAA inh: inhibitors of human lysosomal alpha-glucosidase; P10253; purified human GAA, 4-MU-alpha-glucoside fluorescence; Potency, µM (doses to about 76.9 µM), for the others: at the highest dose activity change, negative = inhibition, hits mostly inhibitors; actives 0.005% (n = 200,000); AID 1466;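 further: plate controls were uninhibited enzyme wells for no effect and no-enzyme background for full effect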
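Human alpha-glucosidase, 4 nM, pre-mixed with test compounds before 400 uM 4-methylumbelliferyl substrate; 20 min room temperature at pH 5.0. Fluorescence read after pH 10 stop; AC50 values from Hill-equation fits.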
aGal spleen mod: inhibitors or activators of human alpha-galactosidase in spleen homogenate; human spleen homogenate, 4MU-alpha-Gal fluorescence, 40 min; AID 2107; Potency, µM (top dose mostly 80 µM), without a hit: at the top dose activity change, negative = inhibition, hits mostly inhibitors; actives 0.008% (n = 240,000);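 further: 0% = enzyme with vehicle and -100% = no enzyme basal signal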
Target sequence (P06280 32-429 limits assumed): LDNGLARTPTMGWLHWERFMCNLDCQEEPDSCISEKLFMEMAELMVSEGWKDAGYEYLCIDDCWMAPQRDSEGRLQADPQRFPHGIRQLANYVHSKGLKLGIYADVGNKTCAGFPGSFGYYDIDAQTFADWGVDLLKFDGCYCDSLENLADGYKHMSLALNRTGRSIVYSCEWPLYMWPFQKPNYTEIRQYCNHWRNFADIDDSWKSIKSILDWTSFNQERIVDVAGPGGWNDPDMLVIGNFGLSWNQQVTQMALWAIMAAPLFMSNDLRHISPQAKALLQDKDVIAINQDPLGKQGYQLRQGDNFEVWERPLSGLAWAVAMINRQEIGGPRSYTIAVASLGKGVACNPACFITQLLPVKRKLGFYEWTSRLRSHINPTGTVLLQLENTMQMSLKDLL
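qHTS titration in buffer at pH 5.0. Alpha-galactosidase activity in spleen homogenate was measured via 4-methylumbelliferone release from 1 mM fluorogenic substrate after 40 min at 37C and a pH 10 stop. AC50 came from Hill fits of control-normalized data.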
Starred values were filed as active, the others as inactive; ? = inconclusive; nt = not tested or not shown; [ ] = another dose, or the depositor's remark. The call rests on the fitted dose curve; in most records, active means well fitted curve in the direction sought with a large enough effect; inconclusive means small, poorly fitted or top-dose-only effect, or another doubt; inactive means no such curve, though single readings can be large; an effect the other way counts as inactive or inconclusive. Potency means the concentration at half of the fitted maximal effect.

SMILES | Tau ThT inhib | Tau fluor cs | GAA glycogen mod | HTT ATP protect | Tau fibril FP | aGlu spleen mod | GAA inh | aGal spleen mod
COC(=O)c1ccc(Cl)c(NC(=O)c2cccc([N+](=O)[O-])c2C)c1 | 0.6% | -8.4% | -1.6% | 19.9% | -8.9% | 4.3% | 6.6% | -6.0%
O=C1C(=Cc2cccn2-c2ccccc2)C(=O)c2ccccc21 | ? | -23.2% | -2.9% | nt | -2.1% | -2.2% | -6.4% | -1.5%
N/C(=N\OC(=O)COc1ccc2ccccc2c1Br)c1ccccn1 | ? | ? | -17.7% | -21.0% | -8.0% | -1.9% | -2.7% | 4.6%
CCOC(=O)N1CCN(Cc2nc(N)nc(Nc3ccc(Oc4ccccc4)cc3)n2)CC1 | ? | -14.8% | -5.4% | 10.3%[10 µM] | -2.8% | -3.4% | -0.6% | -8.7%
N#C/C(C(=O)N1CCOCC1)=c1/s/c(=C\c2ccccn2)c(=O)n1-c1ccccc1 | -7.6% | -6.2% | 14.0% | -5.8%[10 µM] | 0.1% | -3.0% | 5.4% | -5.9%
CCOC(=O)C1CCN(c2ncnc3c2oc2ccc(Br)cc23)CC1 | ? | -3.4% | 1.7% | -16.2% | 5.8% | -2.2% | -1.9% | 6.7%
Cc1cc(=O)oc2c(N)c(O)ccc12 | -6.2% | 0.8% | 10µM* | -4.1%[10 µM] | -9.1% | 6.5% | -0.9% | -23.6%
Cc1ccc(NC(=O)c2ccc3ccccc3n2)cc1S(=O)(=O)N1CCOCC1 | -12.3% | ? | 2.5% | -16.2% | -5.2% | -1.2% | -5.9% | -0.8%
CC(C)CC(=O)Nc1cccc2c1C(=O)N(c1ccccc1)C2=O | -4.7% | -11.1% | -4.1% | 5.6%[10 µM] | -14.6% | -8.3% | -11.5% | -13.5%
CN1CCN(C(=O)c2ccc(C3SCC(=O)N3Cc3ccco3)cc2)CC1 (configuration not stated) | -3.2% | 7.8% | -3.9% | 10.4% | 2.5% | 1.5% | -9.8% | 7.5%
COc1ccc(-c2nc(-c3ccccc3)c(-c3cc([N+](=O)[O-])ccc3C)[nH]2)cc1O | ? | 14.1µM*[quencher] | -24.7% | -58.2%[inhibitor] | 3.8% | -4.3% | 1.4% | 3.9%
O=C(Nc1c(S(=O)(=O)c2ccc(Cl)cc2)csc1Br)c1ccccc1Cl | -0.5% | -14.0% | 4.7% | 7.0%[10 µM] | -11.1% | 4.7% | -2.5% | -2.2%
CN(C)S(=O)(=O)c1ccc(C(=O)Oc2cc(=O)[nH]c3ccccc23)cc1 | -10.7% | -1.6% | 1.5% | -6.4% | -5.7% | -3.7% | 4.8% | -3.6%
CN(Cc1ccccc1)S(=O)(=O)c1ccccc1[N+](=O)[O-] | -0.4% | -21.8% | 15.5% | 9.4%[10 µM] | -10.3% | 2.4% | nt | -6.0%
COC(=O)c1ccc(SCc2cnc(Cl)s2)cc1 | -18.3% | -16.9% | 1.5% | -8.4% | -6.7% | 1.0% | -1.7% | -1.0%
Cc1cc([N+](=O)[O-])nn1CCCC(=O)Nc1cc(Cl)ccc1Cl | -7.0% | -10.0% | 10.1% | -4.9% | -9.6% | -1.7% | 0.4% | -7.2%
COC(=O)COc1ccc(S(=O)(=O)N2CCc3ccccc3C2)cc1C | -18.3% | -22.0% | -1.4% | -5.9% | 8.2% | -0.7% | -1.4% | 2.1%
CCCNc1[nH]c(=O)n(C)c(=O)c1N=O | -3.7% | 2.9% | 4.3% | 10.1% | 3.3% | -8.8% | 7.2% | 5.5%
Cc1cccc(NC(=O)CSc2nnc(CNC(=O)c3c(F)cccc3Cl)o2)c1C | -9.0% | -7.3% | 14.7%[76.3 µM] | nt | -3.6% | nt | nt | nt
Cc1ccccc1N(C(=O)CCC(=O)Nc1ccccn1)C(C(=O)NC(C)C)c1ccc(O)cc1 (configuration not stated) | 0.4% | 3.2% | 4.3% | 16.0% | -2.6% | 5.9% | -7.7% | -1.9%
Cc1ccc(S(=O)(=O)c2c(N)n(/N=C/c3ccco3)c3nc4ccccc4nc23)cc1C | 15.8µM* | ? | -2.4% | -7.4%[0.074 µM] | ? | -1.0% | ? | 1.9%
C#CC[N+](C)(C)CC#Cc1ccccc1 | -0.6% | 1.9% | 0.9% | -6.0%[10 µM] | 5.7% | -5.8% | 2.7% | 5.7%
COc1ccc(NC(=O)COC(=O)c2ccco2)c([N+](=O)[O-])c1 | -7.8% | 1.4% | -1.0% | -0.2%[10 µM] | 9.5% | -1.0% | -0.6% | -3.5%
C=CCSc1nnc(NC(=O)COc2ccc3ccccc3c2)s1 | ? | -0.4% | 1.0% | -8.9% | 0.6% | -3.7% | -4.9% | 3.4%
COc1ccccc1NC(=O)C1=C(C)Nc2nc(-c3ccc(N(C)C)cc3)nn2C1c1ccncc1 (configuration not stated) | ? | -29.3% | -5.2% | -35.7% | 3.9% | -0.7% | -5.3% | -6.6%
COC(=O)c1ccc(CSc2nc(C)nc3sc(C)c(C)c23)o1 | -17.4% | -8.0% | 14.3% | -1.1% | -3.8% | 4.3% | -16.6% | 5.0%
O=C(CSc1ccccc1)NC1=NCCS1 | nt | -6.8% | 0.2% | 19.5%[10 µM] | 0.5% | -17.8% | nt | 1.5%
CCCCNc1nc2ccccc2nc1Cl | 2.2% | -8.9% | -12.7% | -14.1% | 8.6% | 2.8% | 3.6% | 7.9%
O=c1ccc(-c2ccccc2)n[nH]1 | -3.8% | -1.2% | 3.7% | -6.4%[10 µM] | 3.3% | -12.1% | 1.0% | -8.4%
C/C=C/c1ccc(OCC(=O)OCC)c(OC)c1 | -4.1% | -3.9% | 15.4% | -17.1%[1.9 µM] | -2.2% | 8.1% | 7.6% | 1.2%

Among those listed so far, five contain two or more sulfur atoms:
SMILES | Tau ThT inhib | Tau fluor cs | GAA glycogen mod | HTT ATP protect | Tau fibril FP | aGlu spleen mod | GAA inh | aGal spleen mod
O=C(Nc1c(S(=O)(=O)c2ccc(Cl)cc2)csc1Br)c1ccccc1Cl | -0.5% | -14.0% | 4.7% | 7.0%[10 µM] | -11.1% | 4.7% | -2.5% | -2.2%
COC(=O)c1ccc(SCc2cnc(Cl)s2)cc1 | -18.3% | -16.9% | 1.5% | -8.4% | -6.7% | 1.0% | -1.7% | -1.0%
C=CCSc1nnc(NC(=O)COc2ccc3ccccc3c2)s1 | ? | -0.4% | 1.0% | -8.9% | 0.6% | -3.7% | -4.9% | 3.4%
COC(=O)c1ccc(CSc2nc(C)nc3sc(C)c(C)c23)o1 | -17.4% | -8.0% | 14.3% | -1.1% | -3.8% | 4.3% | -16.6% | 5.0%
O=C(CSc1ccccc1)NC1=NCCS1 | nt | -6.8% | 0.2% | 19.5%[10 µM] | 0.5% | -17.8% | nt | 1.5%

Further records.
SMILES | Tau ThT inhib | Tau fluor cs | GAA glycogen mod | HTT ATP protect | Tau fibril FP | aGlu spleen mod | GAA inh | aGal spleen mod
N#CC(/C(=N/S(=O)(=O)c1cccs1)c1ccccc1)c1nc2ccccc2[nH]1 (configuration not stated) | -8.3% | -14.9% | -11.3% | -4.5%[10 µM] | 3.9% | -3.0% | -14.1% | -2.3%
COc1ccc2[nH]cc(CCN=C3SCC(=O)N3C)c2c1 | -8.7% | -17.3% | 13.1% | -13.3% | 2.1% | -2.6% | -8.6% | 0.3%
O=C(COc1cccc2ccccc12)N/N=C/C=C/c1ccccc1 | ? | -19.0% | 14.3% | 2.9%[10 µM] | ? | 3.2% | -2.6% | -12.2%
CCOC(=O)Cn1nnnc1CN(CCc1ccccc1)Cc1cc2cc(CC)ccc2[nH]c1=O | -17.8% | -24.3% | -6.9% | 17.8% | 5.1% | -4.8% | -6.7% | 0.1%
Cc1oc(C(=O)O)cc1COc1ccccc1Cl | -5.4% | -4.3% | 2.7% | -8.2%[0.074 µM] | -12.3% | -4.7% | 0.8% | -5.5%
O=C1CCC(=O)N1c1nc2nc(-c3ccccc3)cc(=O)n2[nH]1 | -6.0% | -3.2% | 3.7% | 6.9% | 1.1% | -8.1% | -2.8% | -3.2%
CN1CCN(CCNC(=O)c2cc3c(=O)n(C)c4ccccc4c3n2C)CC1 | -8.2% | -8.9% | -29.8% | -35.0% | 2.5% | 2.8% | -3.4% | 9.1%
CCOC(=O)c1cn(CC(=O)Nc2ccc(CC)cc2)nn1 | -4.6% | -9.3% | 21.3% | -5.9% | -16.8% | -3.2% | -13.6% | -12.3%
CN(C)S(=O)(=O)c1cccc(NC(=O)COC(=O)CCOc2ccccc2)c1 | -7.9% | -9.8% | 0.7% | -36.8%[inhibitor] | -4.3% | 6.9% | 1.5% | 4.7%
CCOc1ccc(-c2nonc2NC(=O)c2oc3cc(C)c(C)cc3c2C)cc1OCC | 8.6% | -2.6% | 12.2%[76.3 µM] | nt | -3.8% | nt | nt | nt
CC(C)Cc1cc(C(=O)Nc2ccc(F)cc2F)no1 | 8.7% | 4.8% | -2.6% | -12.9% | -9.6% | -9.2% | -10.7% | -12.1%
COCCNC(=O)c1cc2nc3c(c(C(F)(F)F)n2n1)CCc1ccccc1-3 | 4.9% | 6.4% | 7.0% | -33.1%[10 µM] | 5.2% | 2.7% | 11.5% | 6.4%
O=C(O)CSc1sc(=S)sc1SCC(=O)O | -14.2% | -5.4% | 11.9% | 17.2% | -1.0% | -12.6% | 5.2% | 0.2%
COc1ccc(NC(=O)C(=O)NCc2ccco2)cc1 | 0.4% | 0.1% | -3.1%[76.3 µM] | nt | -0.8% | nt | nt | nt
COc1cc(/C=N/NC(N)=S)ccc1OCC(=O)Nc1ccc(C)cc1 | -14.9% | -6.1% | -0.8% | 12.8%[10 µM] | -14.7% | -4.2% | 7.5% | -5.0%
CCOc1ccc(-n2c(-c3ccccc3)c[n+]3c2CCC3)cc1 | -9.0% | 1.9% | 9.2% | -4.3%[10 µM] | 0.1% | -4.7% | 7.1% | -3.9%
CCOC(=O)C1=C(O)C(=O)N(Cc2ccc(C(C)(C)C)cc2)CC1 | -5.7% | -6.5% | 2.5% | -10.4%[10 µM] | -1.0% | -0.1% | nt | 0.0%
CCOC(=O)c1c(C)n(C)c2ccc(OC(=O)c3ccoc3)cc12 | -5.8% | -7.7% | 3.2% | -15.7% | -10.1% | -0.7% | 0.0% | -8.4%
